GSTO1 inh: GSTO1 inhibition, counter-screen for RBBP9 inhibitors | recombinant GSTO1, activity-based probe fluorescence polarization | 300,000 compounds, 1.1% hits | inhibition, % at 5.96 µM | P78417;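 active = inhibition above the campaign mean inhibition plus 3 SD, cut at about 35% in these data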;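 note: 0% = GSTO1-1 with DMSO and 100% = wells lacking GSTO1-1 enzyme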
PAFAH1B3 FP inh: inhibitors of human PAFAH1B3; recombinant PAFAH1B3, FP-rhodamine probe, fluorescence polarization; inhibition, % at 3.39 µM; Q15102; 340,000 compounds, 0.28% hits;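 active = inhibition above the screen-wide average of all tested compounds plus 3 SD, cut at about 25% in these data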;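 note: 0% = enzyme with DMSO only and 100% = wells lacking PAFAH1B3 protein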
LYPLA1 counter: LYPLA1 (human) inhibition in PME1 counter-screen; O75608; recombinant LYPLA1, FP-Rh probe fluorescence polarization; inhibition, % at 5.9 µM; 320,000 compounds, 0.16% hits; AID 2174;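 active = inhibition above the mean of all tested compounds plus 3 SD, set per campaign, cut at about 14% in these data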;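 note: inhibitors block serine hydrolase probe labeling of LYPLA1 so polarization falls; 0% = enzyme with DMSO and 100% = wells lacking LYPLA1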
Target sequence (O75608 whole entry, looked up): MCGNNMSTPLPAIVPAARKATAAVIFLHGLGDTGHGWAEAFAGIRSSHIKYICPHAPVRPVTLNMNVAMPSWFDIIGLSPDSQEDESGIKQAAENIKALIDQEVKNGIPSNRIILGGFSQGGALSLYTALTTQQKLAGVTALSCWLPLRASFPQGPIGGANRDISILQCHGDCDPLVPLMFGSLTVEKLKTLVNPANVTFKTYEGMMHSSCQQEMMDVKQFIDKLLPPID
ZTA DNA inh: blocks Epstein-Barr virus ZTA, an EBNA-1 counter-screen; 320,000 compounds, 0.15% hits; AID 2234; ZTA-DNA binding, fluorescence polarization; inhibition, % at 11 µM; in the data active = inhibition above about 33%
EBNA-1 inhibitor: blocks EBNA-1 binding to DNA | EBNA-1 DNA binding, fluorescence polarization | inhibition, % at 14.8 µM | 300,000 compounds, 0.34% hits; in the data active = inhibition above about 28%
PAD4 inh: PAD4 (human) enzyme inhibition. Q9UM07. recombinant PAD4, RCA probe fluorescence polarization. inhibition, % at 6.36 µM. 330,000 compounds, 0.41% hits. AID 485272;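 active = percent inhibition above a cutoff equal to the mean of all tested compounds plus 3 SD, cut at about 15% in these data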;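 note: 0% = PAD4 with RCA probe and DMSO and 100% = probe without PAD4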
LYPLA2 counter: LYPLA2 (human) inhibition in PME1 counter-screen | AID 2177 | 320,000 compounds, 0.38% hits | recombinant LYPLA2, FP-Rh probe fluorescence polarization | inhibition, % at 5.9 µM | O95372;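 active = inhibition above the screen-wide mean plus 3 SD, limit set per campaign, cut at about 26% in these data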;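 note: 0% = LYPLA2 with DMSO and 100% = wells lacking LYPLA2 enzyme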
PREPL inhibitor: human PREPL enzyme inhibition; 320,000 compounds, 0.68% hits; inhibition, % at 5.96 µM; AID 2751; recombinant PREPL, fluorescence polarization activity-based probe; Q4J6C6; in the data active = inhibition above about 43%;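 note: 0% = enzyme with DMSO and 100% = wells lacking enzyme; many of its hits are not listed in these tables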
Target sequence (Q4J6C6 whole entry, looked up): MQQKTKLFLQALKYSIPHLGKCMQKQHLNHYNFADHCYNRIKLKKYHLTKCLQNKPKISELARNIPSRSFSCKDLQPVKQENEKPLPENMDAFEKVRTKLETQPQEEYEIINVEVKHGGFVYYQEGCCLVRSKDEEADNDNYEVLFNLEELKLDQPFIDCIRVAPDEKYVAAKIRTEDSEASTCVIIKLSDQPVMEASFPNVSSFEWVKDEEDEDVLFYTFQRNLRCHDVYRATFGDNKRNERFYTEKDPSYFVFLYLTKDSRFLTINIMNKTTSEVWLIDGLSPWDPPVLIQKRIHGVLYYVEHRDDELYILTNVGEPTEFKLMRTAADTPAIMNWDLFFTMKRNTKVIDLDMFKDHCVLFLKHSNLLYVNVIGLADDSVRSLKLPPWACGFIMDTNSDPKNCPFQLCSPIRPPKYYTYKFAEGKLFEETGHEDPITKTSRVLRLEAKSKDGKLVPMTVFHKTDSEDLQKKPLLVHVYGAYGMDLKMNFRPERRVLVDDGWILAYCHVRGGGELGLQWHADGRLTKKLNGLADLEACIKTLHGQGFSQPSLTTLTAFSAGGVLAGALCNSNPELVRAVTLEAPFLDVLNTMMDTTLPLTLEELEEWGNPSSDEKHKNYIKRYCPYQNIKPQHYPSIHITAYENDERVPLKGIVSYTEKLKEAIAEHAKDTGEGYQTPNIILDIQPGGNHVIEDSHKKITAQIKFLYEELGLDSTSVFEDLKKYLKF
PAFAH2 inh: inhibitors of human PAFAH2; recombinant PAFAH2, FP-rhodamine activity probe, fluorescence polarization; inhibition, % at 3.39 µM; 340,000 compounds, 0.99% hits; AID 492956;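 active = inhibition above the mean over all tested compounds plus 3 SD, cut at about 30% in these data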;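 note: inhibitors block probe labeling of enzyme so polarization drops; 0% = enzyme with DMSO and 100% = wells lacking PAFAH2 protein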
* hit, by the source's call; · = no result given. A portion of the library. The share of hits here may be higher or lower than overall.

cpd	Molecule	GSTO1 inh	PAFAH1B3 FP inh	LYPLA1 counter	ZTA DNA inh	EBNA-1 inhibitor	PAD4 inh	LYPLA2 counter	PREPL inhibitor	PAFAH2 inh
1	CCC(C(=O)NC1CCCC1)N(C(=O)Cn1nnc(-c2ccc(OC)c(OC)c2)n1)c1cccc(O)c1 (configuration not stated)	-1.2	-8.4	-1.1	10.4	-3.9	2.5	-1.7	10.4	-5.4
2	CCOc1ccc(NC(=O)[C@@H](NC(=O)OCc2ccccc2)[C@@H](C)CC)cc1	3.1	4.2	1.6	-17.5	-1.0	-0.4	-7.1	-10.7	6.0
3	C=CCn1c(SCC(=O)c2c(N)n(CCC)c(=O)n(C)c2=O)nc2sc(CC)cc2c1=O	0.5	2.7	-3.1	-16.2	-0.8	3.8	-0.5	-9.2	-5.9
4	N#CC1=C(S)N(c2ccccc2)C(c2ccco2)NC1=O (configuration not stated)	17.0	9.6	0.9	4.7	0.7	0.1	-1.6	4.2	8.0
5	CCc1cc2c(NC3CCCC3)ncnc2s1	-4.2	1.5	4.4	-8.9	-12.8	1.4	4.0	-4.1	-5.6
6	CCCCNC(=O)CSc1ccc(S(=O)(=O)N2CCOCC2)cn1	·	1.3	-1.0	-5.3	·	-1.9	-3.9	-5.3	-3.4
7	O=C(CCCN1C(=O)/C(=C/c2ccccc2Cl)SC1=S)NCCCN1CCOCC1	3.9	-0.3	-6.5	-10.6	2.3	-57.7	-29.8	-9.1	5.9
8	CN1CCN(c2ccc(Cl)cc2NC(=O)c2ccc(S(=O)(=O)N(C)C)cc2)CC1	7.1	4.6	2.3	-0.4	-6.8	-1.9	-0.6	4.9	2.4
9	CCOc1ccc(S(=O)(=O)N(C)c2ccc(OCC(=O)NCc3ccco3)cc2)cc1	14.3	9.2	-0.8	-7.4	-5.4	-2.2	2.3	12.2	-0.9
10	CCOc1ccc(N(CC(=O)N2CCOCC2)S(=O)(=O)c2ccc(Cl)cc2)cc1	-2.6	-7.8	-0.5	-7.0	6.6	1.5	-8.8	-5.0	-8.7
11	COc1ccc(-c2cc(C(=O)Nc3cc(Cl)ccc3OC)no2)cc1	0.2	9.9	-1.6	14.1	1.6	-4.3	-1.0	-2.5	-0.5
12	O=C(CC1CCCCC1)NCc1ccc(F)cc1	4.4	-6.0	-1.7	-2.7	-1.6	-4.0	2.1	3.0	-8.4
13	N/C(Cc1cccc2ccccc12)=N\OC(=O)c1ccc2c(c1)OCO2	4.5	1.2	1.3	1.0	7.0	7.4	2.2	-18.7	81.0*
14	CC1Sc2ccc(S(=O)(=O)N3CCC(C(=O)NCc4ccc(Cl)cc4)CC3)cc2NC1=O (configuration not stated)	-4.9	7.1	1.2	2.1	-4.8	-1.1	5.0	9.6	2.8
15	CC1(C)S[C@@H]2[C@H](NC(=O)COc3ccccc3)C(=O)N2C1C(=O)OCC1CCCCC1 (some centres not stated)	6.6	1.5	-1.8	16.9	-6.0	-0.5	4.4	-4.7	6.9
16	O=[N+]([O-])c1ccc(N2CCN(Cc3cccc([N+](=O)[O-])c3)CC2)cc1	5.5	10.3	-0.7	-4.8	2.5	-4.3	11.2	44.9*	2.6
17	COc1ccc(C2Nc3ccccc3C(=O)N2Cc2ccccc2)cc1Cn1nnc2ccccc21 (configuration not stated)	-2.9	2.6	-3.6	1.1	-14.7	-0.6	-5.9	-7.5	3.2
18	NC(=O)C1=C[C@H](c2ccccc2)C[C@H](OCc2ccc(CO)cc2)O1	7.2	2.1	-1.2	1.5	-8.3	-1.4	-2.9	8.1	1.7
19	O=C1CSC(c2cccnc2)N1C1CCCCC1 (configuration not stated)	1.6	-1.3	-0.5	1.5	-2.5	-1.3	1.6	4.9	4.2
20	COc1ccc(-n2c(SCC(=O)Nc3cc(C)on3)nc3c(c2=O)SCC3)cc1OC	-0.2	8.2	-2.6	-9.9	-5.9	-1.8	-6.9	16.1	6.2
21	COc1ccc(NC(=O)c2ccc3[nH]c(=O)c(=O)[nH]c3c2)c(OC)c1	4.4	10.6	3.1	-12.5	-5.1	2.2	-1.0	26.7	8.0
22	Cn1c(=O)c(C(=O)NCCc2ccccc2)c(O)c2ccccc21	-2.5	6.5	-0.3	18.2	14.1	3.2	0.4	-7.8	7.4
23	O=C(COC(=O)c1ccc[nH]c1=O)NCCC1=CCCCC1	·	7.1	·	·	·	1.8	·	15.8	0.9
24	CN1CC(=O)N(CC(=O)NCCc2ccc(F)cc2)c2ccccc2C1=O	-3.1	7.0	-0.8	8.5	4.2	-3.4	-8.6	-0.3	-1.7
25	COc1ccccc1C(=O)NCCC(=O)N(C)Cc1cccnc1	·	4.0	0.9	-6.5	·	-0.7	-0.9	6.0	7.5
26	O=C(CC1CCCC1)N1CCN(S(=O)(=O)c2ccc(F)cc2)CC1	·	4.5	-1.1	-3.7	·	-0.3	-0.5	9.8	-0.8
27	O=C(Nc1ccc(S(=O)(=O)NCC2CCCO2)cc1)C1CC(=O)N(c2ccccc2)C1 (configuration not stated)	0.7	3.0	2.6	0.8	-6.6	-8.0	2.7	7.6	-3.6
28	O=S(=O)(Nc1nc2ccccc2s1)c1cnc(Cl)c(Br)c1	-2.2	2.8	2.5	-14.4	8.5	-1.9	2.8	15.8	-5.3
29	O=C(NCCc1ccc(Cl)cc1)c1ccc(=O)[nH]c1	-2.8	-4.2	3.8	0.0	-3.0	1.2	0.9	-6.9	-4.8
30	O=C(O)CCSc1nc2ccccc2n1CCOc1ccccc1	2.0	1.7	2.1	3.8	0.2	1.3	1.1	12.7	8.8
31	CC1COC2C(O1)N(S(C)(=O)=O)CCN2S(C)(=O)=O (configuration not stated)	0.7	-1.8	3.4	1.5	0.6	-5.7	2.7	2.4	-7.3
32	CCOC(=O)C1CCCN(c2c(N3CCN(c4ccccn4)CC3)c(=O)c2=O)C1 (configuration not stated)	7.1	16.0	2.1	-8.4	-17.9	-0.7	-3.4	0.3	-9.2
33	CCOC(=O)c1[nH]c(C)c(C(=O)OC)c1C	13.5	4.8	-0.2	-1.8	1.2	8.5	3.7	12.3	-3.4
34	COCC(=O)Nc1ccc(F)cc1	4.9	5.2	-2.0	-7.9	-10.2	-3.8	-7.5	-0.2	7.2
35	Cc1ccc(S(=O)(=O)N(C)C)cc1NC(=O)COC(=O)COc1ccccc1[N+](=O)[O-]	2.2	12.5	6.2	-1.5	-6.5	0.3	0.6	11.4	-2.9
36	O=C(Nc1ccn(Cc2ccc(Cl)cc2)n1)c1ccccc1	7.9	2.5	1.0	-0.2	-12.3	-7.1	5.6	-2.4	1.4
37	COC(=O)c1oc2ccccc2c1NC(=O)c1ccccc1O	-11.3	6.6	-3.6	2.2	5.7	-9.1	-3.5	7.6	2.7
38	CC1=NN(c2ccccc2)C(=O)/C1=C\c1cn(C)c2ccccc12	1.8	0.0	2.9	-11.2	1.4	-3.2	7.3	19.0	0.1
39	CCc1c(-c2n[nH]c(=S)n2Cc2ccccc2)csc1C	7.0	12.8	1.6	-9.7	0.8	-1.4	4.9	3.9	2.5
40	CN(CC(=O)NCCc1ccc(F)cc1)Cc1cccc(Cl)c1	9.8	-2.9	2.6	5.0	-4.7	-5.2	-3.9	1.1	0.2
41	CC(=O)Nc1ccc(S(=O)(=O)N(C)c2ccc(OCCOc3cccc(C)c3)cc2)cc1	·	8.9	·	·	·	1.3	·	3.5	-10.4
42	CC(C)(C)C1CCC(C(=O)OCC(=O)Nc2ccc3[nH]c(=O)[nH]c3c2)CC1 (configuration not stated)	-29.5	14.4	-1.4	11.2	-5.2	-1.1	-1.6	3.1	3.2
43	O=C(CN(C(=O)c1csnn1)c1cccc(F)c1)NCc1ccc(F)cc1	-0.8	7.9	-3.2	14.9	5.7	-0.2	8.5	-1.0	-5.2
44	O=C(Nc1nccs1)c1ccc[nH]c1=O	2.5	4.2	1.6	-14.4	-5.6	-2.7	-0.9	-6.4	6.5
45	CCNc1nc(N2CCCCC2)nc(-n2nnc(C(=O)OCC)c2C)n1	-3.3	6.7	0.2	-6.2	4.7	5.3	6.8	8.4	3.4
46	N#CCC(=O)NCCCOC(=O)Nc1ccc(Cl)c(Cl)c1	-3.7	3.4	-0.2	2.4	7.1	0.9	2.3	-3.2	6.5
47	O=S(=O)(Nc1ccc(Br)cc1)c1cccc(NC(=S)NCCN2CCOCC2)c1	5.1	-2.1	-5.3	-0.5	-3.9	-3.0	-11.4	-3.3	-2.0
48	O=c1cc(-c2ccsc2)oc2ccc(-c3ccc4cc[nH]c4c3)cc12	·	6.4	·	·	·	1.1	·	-20.2	-13.4
49	C=CCN(CC=C)C(=O)c1cc(Cl)ccc1[N+](=O)[O-]	0.8	12.2	-2.0	-4.2	-16.6	-0.7	-1.0	-12.5	-0.6
50	S=C(NCc1ccco1)N1CCOCC1	-4.3	3.7	4.1	-8.0	-12.3	-6.5	-0.7	14.2	0.9

(cont.)
cpd	Molecule	GSTO1 inh	PAFAH1B3 FP inh	LYPLA1 counter	ZTA DNA inh	EBNA-1 inhibitor	PAD4 inh	LYPLA2 counter	PREPL inhibitor	PAFAH2 inh
51	CC(C)(C)C(=O)Nc1ccc(C(=O)N/N=C/c2ccccc2OC(=O)c2ccc(Cl)cc2Cl)cc1	-2.0	0.3	-31.6	3.8	-0.1	1.2	-47.1	-5.9	-94.6
52	COc1cc(/C=N\NC(=O)c2ccccc2F)ccc1Oc1ccc([N+](=O)[O-])cn1	4.0	3.2	-1.6	8.4	1.8	1.8	30.6*	-50.9	-2.2
53	COc1ccc(NC(=O)CN2CCN(CC(=O)Nc3ccccc3Cl)CC2)c(OC)c1	1.8	1.3	-2.1	13.1	8.2	-5.4	3.7	26.6	-0.7
54	COc1ccccc1C(=O)NC(C)C(c1cccs1)N1CCN(C)CC1 (configuration not stated)	0.4	1.3	1.8	-6.7	-1.1	-0.1	3.0	16.3	1.9
55	O=C(N/N=C/c1cc(Br)c(Br)o1)c1cc2ccccc2o1	-6.8	-2.7	-4.6	-4.4	5.7	-1.3	14.5	1.0	3.5
56	O=C(NOC(=O)c1cc(Br)ccc1Cl)c1cccs1	0.8	-1.6	0.9	-19.5	4.1	5.0	2.6	-4.1	-3.7
57	COc1cccc(OC)c1C(=O)OCC(=O)N(C)c1ccccc1	6.8	-7.8	1.1	6.5	-3.0	-4.9	5.2	-1.5	3.4
58	COc1ccc(-n2cccc2/C=C2/NC(=O)N(c3cccc(Cl)c3)C2=O)cc1	1.3	2.8	-1.1	3.0	2.7	0.8	-2.5	0.4	10.4
59	O=[N+]([O-])c1cccc(-c2cc3ccccc3[nH]2)c1	3.2	5.0	-0.4	16.1	6.9	-0.6	-0.5	20.8	6.4
60	CC(=O)Nc1ccc(C)c(NC(=S)Nc2ccc(F)cc2)c1	7.1	2.7	0.9	3.5	-11.9	-1.9	0.6	4.0	7.3
61	Cc1ccc(OCCNC(=O)/C=C/c2ccccc2)cc1C	-0.7	9.7	-0.3	0.2	-5.0	-0.7	-1.7	-34.2	-9.0
62	C[N+]1(CCOS(=O)C23CC4CC(CC(C4)C2)C3)CCOCC1 (configuration not stated)	0.5	3.6	0.7	-17.9	-2.4	0.8	4.8	-13.4	2.9
63	Cc1nc(C(=O)NC2CCCCC2)sc1C1(C)CC(c2cccnc2)=NO1 (configuration not stated)	4.1	·	-2.6	-0.2	-1.6	-0.5	26.2*	4.9	·
64	CCCNC(=O)c1ccccc1NC(=O)Nc1ccccc1C	-4.0	7.2	1.0	-10.8	-11.8	-1.3	1.3	6.9	0.0
65	CN(C)C(=O)CN1C(=O)c2cccc3cccc1c23	6.6	3.9	-1.3	-8.5	-8.9	5.0	-0.3	-4.6	2.6
